mcGAS MS inh: blocks mouse cGAS cGAMP production. Q8C6L5. recombinant mouse cGAS, cGAMP by RapidFire MS. inhibition, % at 12.5 µM. 0.18% of 130,000 active;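 active = inhibition of cGAS enzyme activity at or above 60%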;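 note: enzyme stimulated by 45 bp dsDNA with ATP and GTP substrates; cGAMP share of summed cGAMP plus half ATP and half GTP signals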
Target sequence (Q8C6L5 whole entry, looked up): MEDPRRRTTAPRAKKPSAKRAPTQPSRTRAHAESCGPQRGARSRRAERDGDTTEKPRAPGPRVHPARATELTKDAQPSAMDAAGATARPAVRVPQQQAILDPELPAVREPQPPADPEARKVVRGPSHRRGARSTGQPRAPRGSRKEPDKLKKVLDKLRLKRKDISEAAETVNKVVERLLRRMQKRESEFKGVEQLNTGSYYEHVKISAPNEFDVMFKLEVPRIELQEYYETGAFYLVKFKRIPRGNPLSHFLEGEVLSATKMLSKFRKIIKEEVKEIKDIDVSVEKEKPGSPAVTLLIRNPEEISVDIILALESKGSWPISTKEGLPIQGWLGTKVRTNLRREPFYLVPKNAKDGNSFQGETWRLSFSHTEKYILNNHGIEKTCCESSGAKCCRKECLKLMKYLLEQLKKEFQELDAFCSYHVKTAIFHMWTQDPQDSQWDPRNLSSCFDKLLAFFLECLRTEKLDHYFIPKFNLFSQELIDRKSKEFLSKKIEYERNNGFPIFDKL
An asterisk follows results filed as active; & = joins results of further samples. Some of the compounds tested. The share of hits here may be higher or lower than overall.

SMILES | mcGAS MS inh
N#Cc1cccnc1N1CCC(CCc2ccc(O)cc2)CC1 | 2
COc1cccc(C(C)CC(=O)N2CCC(CSC)C2)c1 (stereo not drawn) | 2
Cc1ccc(C(=O)NC2CCN(c3cccc(C(F)(F)F)n3)CC2)o1 | -16
Cc1ccc(C(C2Sc3nc(C)nn3C2=O)N2CCC3(CC2)OCCO3)cc1 (stereo not drawn) | -7
O=S(=O)(c1ccc2c(c1)CCN2Cc1ccc(C(F)(F)F)cc1)N1CCOCC1 | 1
O=C(Cn1cnc(-c2noc(-c3ccncc3)n2)c1)NCc1cccc(Cl)c1 | -11
O=S1(=O)CC2N=C(Nc3ccc(Cl)c(Cl)c3)SC2C1 (stereo not drawn) | 12
COc1cc(CSc2nnnn2-c2ccccc2)ccc1OC(F)F | 0
CC(=O)Nc1cncc(-c2cccc(CO)c2)n1 | -11
C=CCn1c(SCCC#N)nc2sc(C)c(C)c2c1=O | 2

An excerpt of these results, field by field:
smiles: COc1cccc(C(C)CC(=O)N2CCC(CSC)C2)c1 (stereo not drawn)
  mcGAS MS inh: 2
smiles: Cc1ccc(C(=O)NC2CCN(c3cccc(C(F)(F)F)n3)CC2)o1
  mcGAS MS inh: -16
smiles: Cc1ccc(C(C2Sc3nc(C)nn3C2=O)N2CCC3(CC2)OCCO3)cc1 (stereo not drawn)
  mcGAS MS inh: -7
smiles: O=S(=O)(c1ccc2c(c1)CCN2Cc1ccc(C(F)(F)F)cc1)N1CCOCC1
  mcGAS MS inh: 1

New compounds follow.
SMILES | mcGAS MS inh
Cc1ccc(CNC(=O)C23CC4CC(CC(O)(C4)C2)C3)cc1F | -17
COCCNC(=O)CCCCC(=O)NCCOC | -11
CCOC(=O)C1=C(C)NC2=C(C(=O)CCC2)C1c1ccc(OCC)c(OC)c1 (stereo not drawn) | -7
Nc1nc(N)nc(Cn2c(-c3nonc3N)nc3ccccc32)n1 | -2
O=C(Nc1ccc(I)cc1)C1(S(=O)(=O)c2ccc(Cl)cc2)CC1 | 12
CCc1ccc(C(=O)NC(C)c2ccc(S(C)(=O)=O)cc2)cc1 (stereo not drawn) | -7
C=CCn1c(-c2ccc(Br)cc2)nc(=S)c2c1CCCC2 | 14
CCOC(=O)c1c(N)sc2c1CCC(CC)C2 (stereo not drawn) | -4
Cc1ccccc1CC1(CO)CCCN(C(=O)c2ccc3c(c2)OCO3)C1 (stereo not drawn) | -6
Cn1ccn2ncc(C(=O)NCC3(c4cccc(F)c4)CCOCC3)c12 | -6
NC1CCN(c2ccccc2OC(F)F)C1 (stereo not drawn) | -26
CC=CC=CC(=O)OCC(=O)NC(=O)NC(C)(C)C | 18
Cc1nc(-c2ccccn2)sc1C(=O)N1CCC(NS(C)(=O)=O)CC1 | 4
Nc1nc(N)c2nc(-c3ccccc3)c(N)nc2n1 | -22
CCOC(=O)Cc1cc(=O)n2c(nc3ccccc32)[nH]1 | -7
NS(=O)(=O)c1ccc(NC(=O)c2ccc(-c3ccc(Cl)c(Cl)c3)o2)cc1 | -4
O=C(NCCc1cccc(Cl)c1)C1CCCCC1C(=O)N1CCc2c([nH]c3ccccc23)C1 (stereo not drawn) | 3
O=C(c1cc[n+]([O-])cc1)N1CCC2(CCCN(CCC3CCCCC3)C2)C1 (stereo not drawn) | -5
CC1C(c2ccccc2)CCN1CCNS(C)(=O)=O (stereo not drawn) | -3
CC1CN(c2nc3c(c(=O)n(C)c(=O)n3C)n2C)CC(C)O1 (stereo not drawn) | -4
Cc1cccc(OCCNC(=O)c2c(NC(=O)C3CC3)sc(C)c2C)c1 | -2
COc1ccc(Cl)cc1-n1c(C)c(C)n2c3c(=O)n(C)c(=O)n(C)c3nc12 | 0
O=C1NC2=C(C(=O)CCC2)C(c2ccc3c(c2)OCO3)N1 (stereo not drawn) | -19
NC(=O)c1cccc(Cn2ncc(Cl)c(Cl)c2=O)c1 | 4
COC(=O)c1cc(-c2ccccc2)nc2c1c(-c1ccco1)nn2C1CCS(=O)(=O)C1 (stereo not drawn) | -8
COc1cccc(C2CCCCN2Cc2nc(-c3cc4c(cc3Cl)OCO4)oc2C)c1 (stereo not drawn) | -4
O=C(Nc1ccc(C(F)(F)F)cc1)c1cc(=O)[nH]c2ccccc12 | -11
O=C(c1cccc(C(F)(F)F)c1)C1CCCN(C(=O)CCc2ccc3c(c2)OCO3)C1 (stereo not drawn) | -7
COc1cccc(CN2CCN(Cc3ccc(OC)cc3F)CC2=O)c1 | -16
Cc1cc(Br)c(Cl)cc1NC(=O)C1C2CC3OC(=O)C1C3C2 (stereo not drawn) | 4

In another format: results already given
structure	mcGAS MS inh
O=C1NC2=C(C(=O)CCC2)C(c2ccc3c(c2)OCO3)N1 (stereo not drawn)	-19
COc1cccc(CN2CCN(Cc3ccc(OC)cc3F)CC2=O)c1	-16

The list continues:
SMILES | mcGAS MS inh
CCCc1cc(C(=O)Nc2ccc(C)c3ncccc23)n[nH]1 | -7
N=C1C(=O)OCC1c1ccccc1NC(=O)c1ccccc1 (stereo not drawn) | -25
COc1ccc(Cl)cc1C(=O)Nn1cnc2c(cnn2-c2cccc(Cl)c2)c1=O | -3
CC(C)Cn1cc(NC(=O)C(C)(C)NC(=O)Nc2ccccc2)cn1 | -9
CC(c1nc2ccccc2s1)N(C)C(=O)CNc1cc(Cl)ccc1N1CCOCC1 (stereo not drawn) | -6
CCN(CC1CCCN(CCc2cccc(F)c2)C1)C(=O)CSC (stereo not drawn) | -12
CCCC(=O)N1CCC(C(=O)N(C)CC2(O)CCCC2)CC1 | -8
Cc1cccc(NC(=O)CCC2CCN(C(=O)CCCN3CCCC3=O)CC2)c1 | 3
O=C(Nc1cnccc1Cl)c1csc(Br)c1 | 2
NS(=O)(=O)c1ccc(S(=O)(=O)N2CCOCC2)cc1 | -8
CC1=C(C(=O)Nc2ccccc2)C(c2cccc(O)c2)NC(=S)N1 (stereo not drawn) | -2
c1cc2c(cc1CNCc1ccc3c(c1)OCO3)OCO2 | -9
Cn1cccc1CN(Cc1cccs1)C(=O)c1nc2ccccc2s1 | -6
COCc1ccc(CNC(=O)c2cc(Cl)cn2C)cc1 | 3
CCCN(Cc1cccnc1)C(=O)c1ccc(Cl)cc1OC | -11
O=C(NCCc1cccc(Cl)c1Cl)Nc1nncs1 | 2
CCC1CCCCN1Cc1nc2c(c(=O)n(C)c(=O)n2C)n1CC(N)=O (stereo not drawn) | -14
CCC(c1ccccc1)N(C)CC(O)COC (stereo not drawn) | 0
CSc1ccc(C(=O)CCC(=O)Nc2ccc(NC(C)=O)cc2)cc1 | -5
O=C(O)c1cccn(Cc2ccccc2F)c1=O | -3
CC(=NNC(=S)NC(C)C)c1ccc2c(c1)OCCO2 | 51
Fc1ccc2nc(SCc3cccnc3)[nH]c2c1 | -17
CCC(CO)N(Cc1ccco1)C(=O)Cc1ccc(F)cc1C (stereo not drawn) | -10
COC(=O)c1ccc(-c2c(Cl)nc(N3CCc4ccccc4C3)c(=O)n2-c2ccccc2)cc1 | -7
Cc1cc(C)c2[nH]c(=O)c(CN3CCN4CCN(C)CC4C3)cc2c1 (stereo not drawn) | -11
Cc1cn2c3c(=O)n(C)c(=O)n(C)c3nc2n1C(C)c1ccccc1 (stereo not drawn) | -1
COc1ccc2c(c1)-c1ccccc1S(=O)(=O)N2 | -2
CC1CCC(N(C)C(=O)c2cccc(S(=O)(=O)N3CCCC3)c2)CC1 (stereo not drawn) | -4
CC(C)Cn1c(N)c(-c2csc(C(C)C)n2)c(=O)n(C)c1=O | -5
O=[N+]([O-])c1ccc2sc(-c3nc4ccccc4s3)cc2c1 | -17
Cc1c(-c2nccn2CCn2ccnc2)oc2ccccc12 | -18
O=C(O)c1nc(Cl)c(Cl)c(N2CCCCC2)c1Cl | -5
COc1ccc(-c2[nH]ncc2CN(C)C(C)c2nccs2)c(OC)c1 (stereo not drawn) | -4
Cc1cc(C(=O)N(Cc2ccco2)c2nc3ccc(F)cc3s2)no1 | -1
CCCN1CCC(C)(C(=O)Nc2cc(-c3ccccc3)nn2C)C1 (stereo not drawn) | -4
O=[N+]([O-])c1nc(-c2ccc(F)cc2)n[nH]1 | 21
COCc1ccc(CN2CCCC(C(=O)Nc3ccc(-c4cscn4)cc3)C2)o1 (stereo not drawn) | -7
O=C(CCC1CCN(C(=O)c2ccc(F)cc2Cl)CC1)NCc1cccnc1 | -6
Cc1ccc(C(=O)Nc2c(F)cccc2Br)s1 | -2
Cc1cc(C)nc(SCCn2c(N3CCCC3)nc3c2c(=O)[nH]c(=O)n3C)n1 | -9
CCc1nc(CSc2nnnn2C(C)C)cs1 | 4
CCN(C)C(=O)c1nnc(N2CCCCC2)c2ccccc12 | -4
CC1CCCN(C(=O)CCCNC(=O)C(C)(C)C)C1 (stereo not drawn) | -12
Cc1cccc(-n2nc([N+](=O)[O-])c(=NC3CCCCCC3)n2O)c1 | -20
CCOC(=O)C1(Cc2ccccc2)CCN(Cc2ccc3nsnc3c2)CC1 | -3
OC(c1c(F)cncc1Br)C1CCCCC1 (stereo not drawn) | -9&-4
Cc1ccc(C(=O)NCCn2c(C)cc3ccccc32)cc1 | -9
O=C(COc1ccccc1)N1CCN(c2ccc(Nc3ccncc3)nn2)CC1 | -9
COCCn1c(=O)c2c(nc3n(-c4ccc(OC)cc4OC)c(C)c(C)n23)n(C)c1=O | -5
Cc1nn(C)c(C)c1C(NC(=O)c1cc2cc(Cl)ccc2o1)C(F)(F)F (stereo not drawn) | 6
(next part)
SMILES | mcGAS MS inh
Cc1c(C(=O)N2CCCCC2)c(C(F)(F)F)nn1C1CCCN(C(C)C)C1 (stereo not drawn) | -6
CC(=O)Oc1ccccc1C(=O)O | 23
CC(COc1cccc(F)c1)NC(=O)c1ccc(Cl)s1 (stereo not drawn) | -13
CCn1c(CN(C)C2CCC(C)CC2)nc2cc(S(=O)(=O)N(C)C)ccc21 (stereo not drawn) | -12
CCOC(=O)c1c(NC(=O)COc2ccccc2)sc(C(=O)Nc2ccccc2OC)c1C | 0
COc1ccc(C2(C(=O)N3CCc4c(nc(C)[nH]c4=O)C3)CCCC2)cc1 | -40
O=C(c1cc(COc2ccc3c(c2)CCCC3)on1)N1CCN(C2CCCC2)C(=O)C1 | 1
Cc1cc(C(=O)N(Cc2ccccn2)c2nc3ccc(F)cc3s2)n(C)n1 | -8
COc1cc(/C=C2\N=C(c3cccc(C)c3)OC2=O)cc(OC)c1OC | -6
O=C(CCl)Nc1ccc(OC(F)F)c(Cl)c1 | 1

Structures from the list above that have a cyano group (2):
SMILES | mcGAS MS inh
N#Cc1cccnc1N1CCC(CCc2ccc(O)cc2)CC1 | 2
C=CCn1c(SCCC#N)nc2sc(C)c(C)c2c1=O | 2

(next part)
SMILES | mcGAS MS inh
C[C@]12CCC(=O)C=C1CCC1C2[C@@H](O)C[C@@]2(C)C1CC[C@]2(O)C(=O)CO (stereo partly drawn) | -9
Cc1ccc(N(CC(=O)NC(C)C)CC(=O)N2CCCCC2)cc1 | 1
CN1CCN(c2ncnc3c2oc2ccc(Cl)cc23)CC1 | -4
Cn1c(=O)n(Cc2ccccc2)c(=O)c2c1nc(Br)n2Cc1ccccc1 | -7
Cc1ccc(NC(=O)OC(C)(C)C)c(OCc2nc(C(C)C)no2)c1 | 0
CC(=O)N1CCN(C(=S)NC2CC3CCC2C3)CC1 (stereo not drawn) | -19
COc1ccc(COCC2CO2)cc1 (stereo not drawn) | 1
CC(CC12CC3CC(CC(C3)C1)C2)=NNC(=O)C1CC1 | 0
Cc1ccc(Nc2cc(C)nc(N3CCN(C(=O)c4ccc5ccccc5c4)CC3)n2)cc1 | -8
CC(=O)NCCNC(=O)CC1(C)N=C(c2ccccc2)N(C)O1 (stereo not drawn) | 2
O=C(NCc1c(F)cccc1OC(F)F)N1CCOCC1 | 2
Cc1nnc(SCC(=O)N2CCN(S(=O)(=O)c3ccccc3)C2C(C)C)[nH]c1=O (stereo not drawn) | -3
CCOc1ccc(CCNS(=O)(=O)C2CC3CCC2C3)cc1OCC (stereo not drawn) | -3
O=C(Nc1cnn(CCN2CCOCC2)c1)c1cccc(F)c1 | -8
CCN(CC)c1ncccc1CNC(=O)CN1CC(=O)NC1=O | -7
CCOC(=O)N1CCN(C(=O)c2ccc(OC)c(Br)c2)CC1 | 4
CCCn1cc(NC(=O)C(C(C)C)N2CC(C)OC(C)C2)ccc1=O (stereo not drawn) | -8
CCOCCNC(=O)Nc1cc(F)c(N2CCCC2)c(F)c1 | 35
CC1NCCN(c2ccc(Cl)cc2Cl)C1=O (stereo not drawn) | -5
O=C(c1ccc[nH]1)N1CCCC(N2CCCC2=O)C1 (stereo not drawn) | -4
Cc1n[nH]c(C)c1CNc1ccc(-c2nc(-c3ccccc3F)no2)cn1 | -9
CC1CCCCC1OCCn1c(=O)[nH]c2ccccc2c1=O (stereo not drawn) | 3
CCN(Cc1cnn(C)c1)C(=O)C1CCc2ccccc2O1 (stereo not drawn) | 0
COc1cccc(C(O)c2ncc(-c3cccc4ccccc34)[nH]2)c1 (stereo not drawn) | -7
CCC(C(=O)NCC1COc2ccccc2O1)c1ccccc1 (stereo not drawn) | -7
CSc1nc2ncc3c(=O)n(Cc4ccco4)ccc3n2n1 | -8
O=C(c1ccsc1)N1CCCC(N2CCN(c3cccc(Cl)c3)CC2)C1 (stereo not drawn) | -10&-4
O=C(Cc1ccc(-n2c(=O)[nH]c3ccsc3c2=O)cc1)NCc1ccccc1 | 1
CCN1CCN(c2c(Cl)cccc2NC(=O)C2CCCO2)CC1 (stereo not drawn) | 13
CC(=O)Nc1ccc(C(=O)Nc2ccc3c(c2)OC2(CCCCC2)O3)cc1 | -2
NS(=O)(=O)NCC1CCCN(c2nc(-c3cccc(Cl)c3)nc3c2CCCC3)C1 (stereo not drawn) | -16

In the list so far, these have a tert-butyl group:
SMILES | mcGAS MS inh
CC=CC=CC(=O)OCC(=O)NC(=O)NC(C)(C)C | 18
CC1CCCN(C(=O)CCCNC(=O)C(C)(C)C)C1 (stereo not drawn) | -12
Cc1ccc(NC(=O)OC(C)(C)C)c(OCc2nc(C(C)C)no2)c1 | 0

Screening results: PubChem, Fisher Drug Discovery Resource Center
